NCOA2 inhibitor – inhibits human steroid receptor coactivator 2; hit rate 0.17% among 370,000; AID 651957; inhibition, % at 9 µM; HEK293 GAL4-SRC2 luciferase reporter, luminescence;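 active = inhibition above the mean inhibition of all tested compounds plus 3 SD, set per campaign, cut at about 52% in these data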;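 note: 0% = DMSO treated cells and 100% = cells given Gossypol at 36 µM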
Target sequence (Q15596 whole entry, looked up, the tested form may be a part): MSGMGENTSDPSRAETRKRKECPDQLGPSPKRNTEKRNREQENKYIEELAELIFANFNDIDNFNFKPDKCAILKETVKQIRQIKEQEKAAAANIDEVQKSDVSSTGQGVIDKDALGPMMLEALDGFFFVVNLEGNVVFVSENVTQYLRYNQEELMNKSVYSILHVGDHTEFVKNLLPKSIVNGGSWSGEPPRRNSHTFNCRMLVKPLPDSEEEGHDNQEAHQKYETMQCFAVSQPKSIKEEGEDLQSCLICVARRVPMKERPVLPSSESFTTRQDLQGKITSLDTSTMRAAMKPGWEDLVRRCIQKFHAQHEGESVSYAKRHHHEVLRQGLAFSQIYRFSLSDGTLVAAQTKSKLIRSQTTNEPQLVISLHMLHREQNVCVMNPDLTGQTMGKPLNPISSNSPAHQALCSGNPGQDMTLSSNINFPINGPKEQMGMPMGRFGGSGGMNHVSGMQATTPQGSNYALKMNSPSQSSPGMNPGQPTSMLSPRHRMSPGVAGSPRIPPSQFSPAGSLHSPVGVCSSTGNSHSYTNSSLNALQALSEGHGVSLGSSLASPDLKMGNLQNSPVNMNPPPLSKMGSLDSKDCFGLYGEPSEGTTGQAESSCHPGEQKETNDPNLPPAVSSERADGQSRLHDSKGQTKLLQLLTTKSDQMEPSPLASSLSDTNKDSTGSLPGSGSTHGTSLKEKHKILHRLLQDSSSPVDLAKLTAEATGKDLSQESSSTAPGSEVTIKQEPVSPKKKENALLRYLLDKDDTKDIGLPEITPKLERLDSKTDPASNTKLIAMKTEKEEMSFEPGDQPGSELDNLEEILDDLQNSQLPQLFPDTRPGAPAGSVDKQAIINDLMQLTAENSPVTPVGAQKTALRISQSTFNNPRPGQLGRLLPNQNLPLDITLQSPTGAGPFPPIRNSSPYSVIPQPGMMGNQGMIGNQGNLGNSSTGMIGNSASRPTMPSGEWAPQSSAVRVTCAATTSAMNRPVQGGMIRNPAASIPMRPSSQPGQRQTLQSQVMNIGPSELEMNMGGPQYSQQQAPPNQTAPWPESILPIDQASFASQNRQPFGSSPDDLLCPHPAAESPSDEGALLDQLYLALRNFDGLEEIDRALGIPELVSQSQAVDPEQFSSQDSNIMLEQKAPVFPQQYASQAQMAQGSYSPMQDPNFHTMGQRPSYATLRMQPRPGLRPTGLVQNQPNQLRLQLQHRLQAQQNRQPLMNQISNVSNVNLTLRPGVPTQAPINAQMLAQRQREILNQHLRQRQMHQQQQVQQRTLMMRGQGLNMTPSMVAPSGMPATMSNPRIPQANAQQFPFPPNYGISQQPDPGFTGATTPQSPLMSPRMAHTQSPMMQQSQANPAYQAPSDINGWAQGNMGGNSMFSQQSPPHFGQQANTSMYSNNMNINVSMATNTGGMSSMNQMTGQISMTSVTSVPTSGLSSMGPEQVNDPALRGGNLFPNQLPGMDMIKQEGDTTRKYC
TLR9-MyD88 inh – inhibitors of human TLR9-MyD88 binding. Q9NR96+Q99836. CHO BLA complementation TLR9-MyD88, CCF4 FRET ratio. inhibition, % at 4.98 µM. hit rate 0.21% among 340,000;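 active = inhibition above the mean over all tested compounds plus 3 SD, cut at about 21% in these data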;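 note: 0% = DMSO only wells and 100% = clavulanate BLA inhibitor control wells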
EBV LMP1 NFkB – reduces LMP1-driven NF-kappaB luciferase signal | LMP1-induced NF-kappaB luciferase reporter cells, luminescence | inhibition, % at 12.5 µM | hit rate 0.69% among 350,000 | AID 504558; in the data active = inhibition above about 41%;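 note: 0% = neutral control wells and 100% = reference inhibitor control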
COUP-TFII inh – inhibitors of human COUP-TFII (NR2F2); P24468; HEK293T NGFI-A luciferase reporter, luminescence; inhibition, % at 8.6 µM; hit rate 0.7% among 370,000;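 active = inhibition above a per-plate cutoff, mean inhibition of test wells between control levels plus 3 SD, cut at about 38% in these data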;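 note: cells cotransfected with COUP-TFII expression vector driving the NGFI-A reporter; 0% = median of COUP-TF2 test wells and 100% = reporter-only cells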
* = called active by the depositor; . = no result given. Only part of the results is shown. The share of hits here may be higher or lower than overall.

SMILES | NCOA2 inhibitor | TLR9-MyD88 inh | EBV LMP1 NFkB | COUP-TFII inh
Cc1c(P(=S)(c2ccccc2)c2ccccc2)c2ccccc2n1C | . | . | . | -24.1
CCOC(=O)c1ccc(-[n+]2c(-c3ccccc3)cc(-c3ccccc3)cc2-c2ccccc2)cc1 | . | 2.9 | 37.8 | .
Cc1ccc(C(=O)NCCN2CCC3(CC2)C(=O)NCN3c2ccccc2)cc1 | -7.2 | . | . | 0.0
Cc1ccc(OC(=O)N(C)C[C@H]2OCc3cnnn3CCCC(=O)N([C@@H](C)CO)C[C@@H]2C)cc1 | -4.8 | . | . | 4.5
CC(C)C(CN1CCC(C)(c2cccc(O)c2)[C@@H](C)C1)NC(=O)C1Cc2ccc(O)cc2CN1 (stereo partly drawn) | 7.6 | . | . | -11.8
C[C@H](NC(=O)OCc1ccccc1)[P+](=O)O | -0.8 | . | . | -11.1
CCN(C)C(C)Cc1cccc(C(F)(F)F)c1 (stereo not drawn) | 0.1 | . | . | -18.9
C=CCN(CC#CCO)Cc1ccc(OC)cc1OC | 15.1 | . | . | -7.0
C/C(=N\NC(=O)c1ccncc1)c1c(O)[nH]c(=O)[nH]c1=O | -7.3 | . | . | -17.1
CC(C)(C)NC(=O)C1CN=C(c2ccccc2)c2cc(Cl)ccc2N1C(=O)C1CCC1 (stereo not drawn) | 8.3 | . | . | -1.3
Cc1cc(N2CCNC[C@@H]2C)ccc1N1CCN[C@@H](C)C1 | 1.4 | . | . | 15.2
O=C(NC(Cc1ccccc1)P(=O)(O)Oc1ccccc1)OCc1ccccc1 (stereo not drawn) | 5.3 | . | . | 6.0
O=C(c1ccccc1)N1Cc2cc(Br)ccc2-n2nncc2C1 | -8.9 | . | . | -9.4
COc1cccc(-c2ccc3c(c2)C2c4cnnn4-c4ccccc4C(=O)N2CC3)c1 (stereo not drawn) | 2.6 | . | . | 8.6
O=C1NC(=O)C(=Cc2ccc3c(c2)OCO3)C(=O)N1 | -34.8 | . | . | 9.7

SMILES | NCOA2 inhibitor | TLR9-MyD88 inh | EBV LMP1 NFkB | COUP-TFII inh
Clc1ccc([C@@H]2CC3CCC2N3)cn1 (stereo partly drawn) | 18.3 | . | . | -1.3
COC(=O)C1(N(C)c2ccccc2)CCN(Cc2ccccc2)CC1 | -5.3 | . | . | 11.8
Cc1cccc2nc(-c3ccccc3)c(-c3ccc(CN4CCC(n5c(=O)[nH]c6cc(Cl)ccc65)CC4)cc3)nc12 | 7.4 | . | . | 2.1
CCN1CCN(Cc2cc(OC)c(OC)cc2[N+](=O)[O-])CC1 | -1.7 | . | . | -23.4
Cc1cc(O)ccc1Cl | -8.4 | . | . | -16.3
N#Cc1ccc(NC(=S)N2Cc3ccc(Br)cc3-n3nncc3C2)cc1 | 10.1 | . | . | 10.5
C=C1C(=O)C(C)=C2C(=O)N3Cc4[nH]c5ccccc5c4CC3(C(=O)OC)C12 (stereo not drawn) | -7.5 | . | . | 7.0
CCN(CC)C(=O)[C@@H]1C=C2c3cccc4[nH]c(Br)c(c34)C[C@H]2N(C)C1 | 5.8 | . | . | 14.9
COC(=O)C1C(OC(=O)c2ccccc2)CC2CCC1[N+]2(C)C (stereo not drawn) | -0.2 | . | . | 10.9
CC1C2Cc3ccc(O)cc3C1(C)CCN2CC1CC1 (stereo not drawn) | -15.5 | . | . | 6.2
CC[C@]12CCN(CC3(O)CC3)C(Cc3ccc(O)cc31)C2(C)C | 20.0 | . | . | 5.3
CCCN(CCC)CCc1c[nH]c2ccccc12 | 6.4 | . | . | -2.1
Fc1ccc2nc(-c3ccc(CN4CCC(n5nnc6ccccc65)CC4)cc3)c(-c3ccccc3)nc2c1 | 1.9 | . | . | -1.7
Clc1cc(Cl)cc(CN2Cc3cc(Br)ccc3-n3nncc3C2)c1 | -10.9 | . | . | 0.4
CN1c2ccc(Br)cc2[C@@H]2NCC[C@@H]2[C@@H]1CO | 0.3 | . | . | 5.5

Some of the entries so far, with values under each structure:
Below each compound: NCOA2 inhibitor, TLR9-MyD88 inh, EBV LMP1 NFkB, COUP-TFII inh
C/C(=N\NC(=O)c1ccncc1)c1c(O)[nH]c(=O)[nH]c1=O
 : -7.3, ., ., -17.1
CC(C)(C)NC(=O)C1CN=C(c2ccccc2)c2cc(Cl)ccc2N1C(=O)C1CCC1 (stereo not drawn)
 : 8.3, ., ., -1.3
Cc1cc(N2CCNC[C@@H]2C)ccc1N1CCN[C@@H](C)C1
 : 1.4, ., ., 15.2
O=C(NC(Cc1ccccc1)P(=O)(O)Oc1ccccc1)OCc1ccccc1 (stereo not drawn)
 : 5.3, ., ., 6.0
O=C(c1ccccc1)N1Cc2cc(Br)ccc2-n2nncc2C1
 : -8.9, ., ., -9.4
COc1cccc(-c2ccc3c(c2)C2c4cnnn4-c4ccccc4C(=O)N2CC3)c1 (stereo not drawn)
 : 2.6, ., ., 8.6
O=C1NC(=O)C(=Cc2ccc3c(c2)OCO3)C(=O)N1
 : -34.8, ., ., 9.7

In a second layout: results already given
Sequence of screens – NCOA2 inhibitor | TLR9-MyD88 inh | EBV LMP1 NFkB | COUP-TFII inh
> CCN1CCN(Cc2cc(OC)c(OC)cc2[N+](=O)[O-])CC1
    -1.7 | . | . | -23.4
> Cc1cc(O)ccc1Cl
    -8.4 | . | . | -16.3
> N#Cc1ccc(NC(=S)N2Cc3ccc(Br)cc3-n3nncc3C2)cc1
    10.1 | . | . | 10.5
> C=C1C(=O)C(C)=C2C(=O)N3Cc4[nH]c5ccccc5c4CC3(C(=O)OC)C12 (stereo not drawn)
    -7.5 | . | . | 7.0
> CCN(CC)C(=O)[C@@H]1C=C2c3cccc4[nH]c(Br)c(c34)C[C@H]2N(C)C1
    5.8 | . | . | 14.9
> COC(=O)C1C(OC(=O)c2ccccc2)CC2CCC1[N+]2(C)C (stereo not drawn)
    -0.2 | . | . | 10.9

(cont.)
SMILES | NCOA2 inhibitor | TLR9-MyD88 inh | EBV LMP1 NFkB | COUP-TFII inh
c1ccc(CCN2CCC3CCNC3C2)cc1 (stereo not drawn) | -30.4 | . | . | -25.5
O=P(OCCCl)(OCCCl)OCCCl | 10.6 | . | . | 6.4
CC(C)(C)n1nnnc1C1CN=C(c2ccccc2)c2cc(Cl)ccc2N1 (stereo not drawn) | -1.1 | . | . | 1.3
c1ccc2c(CNC3CCCCC3)c[nH]c2c1 | 9.4 | . | . | -10.3
O=C(NCCN1CCC2(CC1)C(=O)NCN2c1ccccc1)c1cc(C(F)(F)F)ccc1C(F)(F)F | -5.4 | . | . | -3.7
O=C(CNC(=O)OCc1ccccc1)NC(Cc1ccccc1)P(=O)(Oc1ccccc1)Oc1ccccc1 (stereo not drawn) | -11.0 | . | . | 1.7
C1=C(c2c[nH]c3ccccc23)CCNC1 | 2.6 | . | . | -11.6
COc1cccc(NC2=NCCS2)c1 | -18.1 | . | . | 4.7
O=C1C2CC=CCC2C(=O)N1SC(Cl)(Cl)Cl (stereo not drawn) | -7.5 | . | . | 14.7
CS(=O)(=O)N1Cc2cc(Br)ccc2-n2nncc2C1 | 12.7 | . | . | -3.4
CN1OC[C@@H]2CN3C4(C[C@@H]21)c1ccccc1C3(c1ccccc1)c1ccccc14 | -13.6 | . | . | 15.8
CC(C)Oc1ccc(Cc2c(O)[nH]c(=O)[nH]c2=O)cc1 | -3.1 | . | . | -21.0
COc1ccc(N2C(=O)/C(=C/C=C/c3ccccc3[N+](=O)[O-])C(=O)NC2=S)cc1 | -26.5 | . | . | -8.9
COc1cc2c(cc1OC)C(c1c(O)n(CCc3ccccc3)c(=S)[nH]c1=O)NCC2 (stereo not drawn) | -24.6 | . | . | 1.3
CC(C)C(C(=O)NC(C)(C)C)N1C(=O)CN=C(c2ccccc2)c2ccccc21 (stereo not drawn) | -1.0 | . | . | 11.9

SMILES | NCOA2 inhibitor | TLR9-MyD88 inh | EBV LMP1 NFkB | COUP-TFII inh
O=C1NC(=O)N(c2ccccc2)C(=O)/C1=C\c1ccc([N+](=O)[O-])s1 | -14.2 | . | . | 12.0
O=C(NC1CN2CCC1CC2)c1ccc(Cl)cc1 (stereo not drawn) | 6.6 | . | . | 12.2
CN1CC[C@@H]2CN[C@H](c3ccccc3Br)C[C@@H]21 | -8.9 | . | . | 11.2
O=S(=O)(c1ccc(Cl)cc1)N1Cc2ccc(Br)cc2-n2nncc2C1 | 19.5 | . | . | 9.1
N=c1c2c(-c3ccccc3)c(-c3ccccc3)n(Cc3ccccc3)c2ncn1C1CCC(O)CC1 (stereo not drawn) | -39.7 | . | . | 7.0
N#Cc1ccc2nc(-c3ccc(CN4CCC(n5nnc6ccccc65)CC4)cc3)c(-c3ccccc3)nc2c1 | 4.3 | . | . | 31.6
CC(=O)C1=C(C)OC2=C(C(=O)CCC2)[C@@]12C(=O)N(C)c1ccccc12 | -0.5 | . | . | -6.5
CC(C)C[C@H]1N=C(c2ccccc2)c2ccccc2N(CC(=O)NC(C)(C)C)C1=O | 8.0 | . | . | -11.2

Compound activity as filed in PubChem.
